Screening results deposited in PubChem by several laboratories.
ABHD5-PLIN5 inh: inhibitors of human ABHD5-perilipin-5 interaction | Split G. princeps luciferase complementation, luminescence, 4 h | inhibition, % at 4 µM | 0.78% of 360,000 active;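 active = inhibition above the mean inhibition across every tested compound plus 3 SD, cut at about 22% in these data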;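 note: 0% = DMSO only wells and the 100% control is not disclosed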
Exocytosis inh: blocks lytic granule exocytosis; 0.66% of 360,000 active; TALL-104 LAMP-1 surface exposure, flow cytometry; cells stimulated with thapsigargin and PMA; inhibition, % at 10 µM;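 active = inhibition above about 55%, limit read from the data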
Glyco luc inh: blocks N-linked glycosylation in D54 reporter cells | reporter increase, % at 12.5 µM | 0.23% of 360,000 active | D54 ERlucT glycosylation luciferase reporter, 24 h; percent of 100 nM tunicamycin response;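 active = mean luciferase reporter signal, scaled so untreated is 0 and the glycosylation-blocking control 100, at or above a set limit in every replicate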;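 note: luciferase carries N-glycosylation sites so blocking glycosylation raises the light; 0% = median of neutral control wells and 100% = median of 100 nM tunicamycin wells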
iPSC survival up: enhancers of human iPSC single-cell survival | hiPSC single-cell survival, ATPlite luminescence; 100% = ROCK inhibitor wells, 0% = DMSO | survival enhancement, % at 20 µM | 0.044% of 360,000 active | AID 602274; in the data active = survival enhancement above about 18%;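 note: cells exposed to compounds for 16 hours before the ATP read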
MC4R ag barr: human MC4R agonism via beta-arrestin. U2OS MC4R beta-arrestin complementation, luminescence; percent of melanotan II response, DMSO zero. activation, % at 8.9 µM. 0.98% of 360,000 active. AID 540308;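 active = activation above a per-plate cutoff, the mean activation of sample wells on that plate plus 3 SD, cut at about 8% in these data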
Target sequence (P32245 whole entry, looked up): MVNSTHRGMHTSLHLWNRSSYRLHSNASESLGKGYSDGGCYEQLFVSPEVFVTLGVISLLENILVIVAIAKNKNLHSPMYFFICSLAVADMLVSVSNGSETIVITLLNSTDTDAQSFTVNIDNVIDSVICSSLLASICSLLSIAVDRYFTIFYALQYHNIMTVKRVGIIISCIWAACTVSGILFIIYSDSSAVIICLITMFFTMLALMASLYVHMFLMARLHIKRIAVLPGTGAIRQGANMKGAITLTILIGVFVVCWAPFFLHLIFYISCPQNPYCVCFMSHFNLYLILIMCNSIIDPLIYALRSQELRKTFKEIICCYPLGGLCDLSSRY
aDG glyco act: increases alpha dystroglycan glycosylation. 0.22% of 360,000 active. activation, % at 10 µM. Pro5-aDG cells, alpha-DG glycosylation AlphaScreen (IIH6); 0% Pro5, 100% B10-LARGE cell signal. AID 624168;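 active = activation of at least 8% versus controls, or a plate z-score of at least 8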;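 note: Pro5 are CHO cells carrying HIG-tagged alpha-DG that lacks glycosylation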
MC4R antagonist: blocks human MC4R cAMP signaling. P32245. MC4R-expressing cells, MTII-stimulated cAMP, LANCE TR-FRET. inhibition, % at 6.5 µM. 0.48% of 360,000 active. AID 540295;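 active = inhibition above its plate's cutoff, the mean of tested wells on that plate plus 3 SD, cut at about 29% in these data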;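 note: 0% = Melanotan II alone and 100% = Melanotan II plus saturating MCL0020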
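Material: human MC4R-expressing U2OS cells. Probe or stimulus: Melanotan II challenge. Dosing: 6.5 µM single dose. Times: 30-min compound, 1-h challenge, 1-h detection, room temperature. Technique: TR-FRET with Eu-cAMP and labeled anti-cAMP, 671 nm. Replication: singlicate.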
m5-HT2A agonist: agonists of mouse serotonin 5-HT2A receptor (HTR2A). 0.66% of 360,000 active. activation, % at 7.6 µM. AID 624169. CHO-K1 mHTR2A beta-arrestin complementation, luminescence; percent of 30 µM serotonin response;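 active = activation above a run cutoff, the mean activation of all tested compounds plus 3 SD, cut at about 14% in these data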;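 note: 0% = plate median of compound wells and 100% = 30 µM serotonin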
Target sequence (P35363 whole entry, looked up): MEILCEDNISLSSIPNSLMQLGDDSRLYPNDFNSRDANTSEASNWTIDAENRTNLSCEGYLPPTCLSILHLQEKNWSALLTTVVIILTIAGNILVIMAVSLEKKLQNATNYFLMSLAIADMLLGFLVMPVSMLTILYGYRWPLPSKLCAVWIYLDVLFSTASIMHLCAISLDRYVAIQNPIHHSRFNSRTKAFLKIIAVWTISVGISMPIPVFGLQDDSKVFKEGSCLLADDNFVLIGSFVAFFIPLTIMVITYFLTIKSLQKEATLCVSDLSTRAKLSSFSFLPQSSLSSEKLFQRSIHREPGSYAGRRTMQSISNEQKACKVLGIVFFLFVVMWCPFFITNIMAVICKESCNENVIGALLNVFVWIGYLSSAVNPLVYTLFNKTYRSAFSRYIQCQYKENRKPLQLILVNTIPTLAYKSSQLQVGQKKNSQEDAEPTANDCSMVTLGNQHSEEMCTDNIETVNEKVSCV
H9c2 protect: modulators protecting cardiomyocytes from myocardial damage; H9c2 cardiomyocytes, H2O2 injury protection, ATPLite, 2 h; protection from H2O2 cell death, % at 20 µM; 0.63% of 360,000 active; AID 588492;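 active = compounds giving at least 50% protection of heart cells from peroxide-induced death in the single-dose screen, raw or plate-pattern-corrected value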;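 note: 0% = DMSO wells with peroxide and 100% = DMSO wells without peroxide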
ABCB6 inh 2: human ABCB6 transporter inhibition. Q9NP58. K562-ABCB6 porphyrin accumulation, flow cytometry, 1 h; hits give low values. fluorescence ratio to DMSO, % at 10 µM. 0.19% of 360,000 active;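 active = fluorescence ratio to DMSO below 75%, the collection mean minus 3 SD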;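 note: signal is porphyrin accumulated inside mitochondria; 100% equals median channel fluorescence of DMSO control wells; lower ratio means ABCB6 inhibition with less porphyrin fluorescence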
The depositor's hits bear a star; . = not tested or not shown.

SMILES	ABHD5-PLIN5 inh	Exocytosis inh	Glyco luc inh	iPSC survival up	MC4R ag barr	aDG glyco act	MC4R antagonist	m5-HT2A agonist	H9c2 protect	ABCB6 inh 2
CCOC(=O)c1cccc(NC(=O)CCn2c(=O)oc3ccccc32)c1	-4	-9	0	-0.1	-0.7	0.1	3	-2	6	91
C[C@@H]1CN([C@H](C)CO)C(=O)c2cc(NC(=O)Nc3ccc(C(F)(F)F)cc3)ccc2O[C@H]1CN(C)Cc1ccc(Cl)c(Cl)c1	1	10	-13	-2.2	-1.2	0.0	6	-2	-26	97
CC1CCN(Cc2c(O)ccc3c(=O)c(-c4nc5ccccc5s4)c(N)oc23)CC1	6	23	5	-2.0	-3.6	1.2	8	-5	8	102
N/C(=N\OC(=O)Cc1ccccc1)c1ccncc1	5	-1	-1	3.0	-2.1	0.3	5	-1	-1	97
CC(=O)c1c(C)[nH]c(C(=O)OCC(=O)NCCC2=CCCCC2)c1C	13	-7	1	-0.2	3.4	0.5	6	-5	-7	91
O=C1NC(Cc2ccc(O)cc2)c2nc3ccc(F)cc3c(=O)n2-c2cc(Cl)ccc21 (stereo not drawn)	2	-4	0	0.5	-0.2	-0.4	22	0	32	97
CCOc1ccc2nc(N3CCC(C(=O)Nc4nnc(CC)s4)CC3)sc2c1	-6	8	3	-1.1	-0.5	0.2	4	4	-2	95
CCOC(=O)Cc1csc(NC(=O)c2cc(-c3ccncc3)nc3ccccc23)n1	7	4	4	1.1	-1.0	-0.3	-9	-3	48	98
COc1ccc(-c2csc(NC(=O)CCS(=O)(=O)c3ccccc3)n2)c(OC)c1	3	1	-5	-0.3	0.6	1.4	4	1	4	93
CSc1nccc(-c2cc(Cl)sc2Cl)n1	-5	-20	1	5.8	4.2	0.0	7	1	-8	105
COc1ccc(CNC(=O)c2ccc(CS(=O)Cc3ccc(Cl)cc3)o2)cc1 (stereo not drawn)	-4	0	0	0.7	-0.4	-0.1	3	6	-4	93
CCOc1ccc(N2C(=O)C(=O)/C(=C(/O)c3ccccc3)C2c2ccccc2[N+](=O)[O-])cc1 (stereo not drawn)	-16	-2	13	-0.6	-2.2	0.0	-3	-7	1	103
N/C(=N\OC(=O)COc1ccc(Br)cc1Cl)c1cccnc1	2	-12	-1	-1.3	-0.6	0.1	-2	1	1	95
COc1ccc(C2(CNC(=O)/C=C\c3ccco3)CCCC2)cc1OC	22*	3	1	-0.4	-1.5	0.0	2	-3	4	94
COc1cc(C(=O)Nc2ccc(S(=O)(=O)Nc3nccc(C)n3)cc2)c([N+](=O)[O-])cc1OC	8	6	1	-0.2	2.4	-0.2	10	-1	6	98
COc1ccc(N2C(=O)CC(c3cc(OC)c(OC)c(OC)c3)CC2=O)cc1	-3	-15	8	-0.4	-2.2	0.0	4	3	8	92
Cc1n[nH]c(C)c1CCCCOc1ccccc1	-3	0	-1	0.8	-1.8	0.5	-1	-4	-14	91
Cc1ccc(S(=O)(=O)C2(C(=O)N3CCN(C4CCCCC4)CC3)CC2)cc1	6	-1	-1	2.4	-2.3	0.3	3	0	-5	105
Cc1ccc(Cc2cnc(N3C(=N)SC(c4ccccc4)C3=O)s2)cc1 (stereo not drawn)	-11	0	3	0.2	-2.9	0.2	-2	2	20	99
COc1ccccc1N1CCN(C(=O)C(=O)N/N=C/c2ccccc2F)CC1	-2	11	2	-2.0	-3.2	-0.3	1	-3	14	101
CC(C)(/C=N/NC(=O)CSCc1ccccc1Cl)CCC#N	4	4	1	2.4	-2.3	-0.3	1	-4	2	100
c1ccc(COc2cccc(-c3cc4nc(NCc5ccc6c(c5)OCO6)ccn4n3)c2)cc1	-7	5	-2	1.3	-1.2	1.1	-9	4	-9	68*
O=C1C=CC2C(c3ccc4c(c3)OCO4)CC1N2Cc1ccccc1 (stereo not drawn)	-12	-4	14	-1.0	-1.2	-0.2	0	2	8	91
Cc1ccc(CNC(=O)c2ccc(Cn3cc(-c4ccc(C)cc4)nc3-c3ccncc3)cc2)cc1	13	-4	-1	-0.7	0.0	0.8	12	-6	0	97
CCc1nn(CC(=O)N2CCN(c3cc(C)ccc3C)CC2)c(=O)c2cc3occc3n12	-3	-3	2	-0.7	-2.0	0.4	9	5	5	100
Cc1ccc(S(=O)(=O)NC(C)C(=O)Nc2ccccc2C(=O)N2CCCC2)cc1 (stereo not drawn)	12	-1	2	0.4	1.1	0.0	-2	1	0	90
Cc1ccc(CONC(=O)c2ccc(Cl)cc2)cc1	-2	6	-2	-0.2	-0.4	0.6	6	-10	-4	93
COC(=O)CCN(C(=O)c1cc([N+](=O)[O-])cc([N+](=O)[O-])c1)c1ccccn1	-5	0	3	0.3	1.6	1.7	2	2	7	101
O=C(Nc1cc2cccc([N+](=O)[O-])c2oc1=O)c1cccs1	2	-2	0	0.9	-0.1	-0.3	1	3	-9	105
CN(C)c1cc(-c2cccc([N+](=O)[O-])c2)oc(=O)c1Cl	5	-3	1	-0.4	-1.6	0.0	4	2	4	101

Nothing new here: an excerpt of the list.
SMILES	ABHD5-PLIN5 inh	Exocytosis inh	Glyco luc inh	iPSC survival up	MC4R ag barr	aDG glyco act	MC4R antagonist	m5-HT2A agonist	H9c2 protect	ABCB6 inh 2
O=C1NC(Cc2ccc(O)cc2)c2nc3ccc(F)cc3c(=O)n2-c2cc(Cl)ccc21 (stereo not drawn)	2	-4	0	0.5	-0.2	-0.4	22	0	32	97
CCOc1ccc2nc(N3CCC(C(=O)Nc4nnc(CC)s4)CC3)sc2c1	-6	8	3	-1.1	-0.5	0.2	4	4	-2	95
CCOC(=O)Cc1csc(NC(=O)c2cc(-c3ccncc3)nc3ccccc23)n1	7	4	4	1.1	-1.0	-0.3	-9	-3	48	98
COc1ccc(-c2csc(NC(=O)CCS(=O)(=O)c3ccccc3)n2)c(OC)c1	3	1	-5	-0.3	0.6	1.4	4	1	4	93
CSc1nccc(-c2cc(Cl)sc2Cl)n1	-5	-20	1	5.8	4.2	0.0	7	1	-8	105
COc1ccc(CNC(=O)c2ccc(CS(=O)Cc3ccc(Cl)cc3)o2)cc1 (stereo not drawn)	-4	0	0	0.7	-0.4	-0.1	3	6	-4	93
CCOc1ccc(N2C(=O)C(=O)/C(=C(/O)c3ccccc3)C2c2ccccc2[N+](=O)[O-])cc1 (stereo not drawn)	-16	-2	13	-0.6	-2.2	0.0	-3	-7	1	103

More results follow:
SMILES	ABHD5-PLIN5 inh	Exocytosis inh	Glyco luc inh	iPSC survival up	MC4R ag barr	aDG glyco act	MC4R antagonist	m5-HT2A agonist	H9c2 protect	ABCB6 inh 2
COCCN1Cc2cccc(C(=O)Nc3cc(C)cc(C)c3)c2C1=O	3	-2	-3	2.6	-3.1	0.0	2	-4	11	94
O=C(NCCCN1CCN(CCCNC(=O)c2ccc3c(c2)OCO3)CC1)c1ccc2c(c1)OCO2	2	2	6	0.7	-2.0	-0.3	-3	-1	2	95
Cc1cc(C)c(NC(=O)CSc2nnc(-c3ccco3)n2N)c(C)c1	3	-1	4	1.8	-0.1	-0.2	6	0	-1	95
c1ccc2c(c1)[nH]c1c3ccccc3sc21	-4	8	-5	-0.5	8.3*	-0.2	14	-5	-11	92
COc1ccc(C)cc1S(=O)(=O)NCc1cccs1	-5	-11	5	0.5	1.7	0.0	-6	3	0	81
Cc1ccc(C2(c3ccc(C)cc3)CC2C(=O)Nc2ccc([N+](=O)[O-])cc2O)cc1 (stereo not drawn)	-36	32	-14	0.0	-3.3	-0.5	14	-10	-17	95
C/C=C/c1ccc(OCCOc2cc(C=O)ccc2OC)c(OC)c1	-14	2	-1	1.5	-1.8	0.6	4	-4	-4	102
Cc1ccc(/C=C2\SC(=S)N(c3c(C)n(C)n(-c4ccccc4)c3=O)C2=O)cc1	-9	-4	-1	6.2	-1.9	0.0	14	2	-7	97
COC(=O)c1c(C(=O)OC)c2n(c1C)CCC2	-2	-2	0	-0.9	0.0	0.0	5	-1	2	93
CCOc1ccc(C(=O)N2CCSC2=S)cc1	-1	2	2	2.9	0.5	0.1	-4	4	1	94
Nc1ncc2c(n1)CCN(c1ccc([N+](=O)[O-])cc1)C2	6	8	0	-0.1	-1.9	0.2	2	-4	17	102
COc1ccc2c(COC(=O)CCS(=O)(=O)c3ccccc3)cc(=O)oc2c1	-5	-2	-1	-0.3	-0.4	-0.1	1	1	0	100
O=C(O)c1ccc(/C=N/NC(=O)C(O)(c2ccccc2)c2ccccc2)cc1	8	-6	0	-0.3	-0.9	0.0	-2	2	0	94
Cc1ccc(CN2CCN(C(=O)c3cccc4ccccc34)CC2)cc1	-3	-10	-3	-0.3	-0.4	0.2	18	-10	-2	98
C=CCSc1ncccc1C(=O)NCc1ccccc1	-8	-1	-2	-2.4	1.1	0.6	4	-15	6	108
Cc1ccc(C(=O)CSc2nnc(C3CC3)n2C2CC2)s1	-2	-1	-4	1.3	0.4	-0.1	1	3	4	99
COc1ccc(N2CCN(C(=O)c3cc(-c4ccc(F)cc4)[nH]c3C)CC2)cc1	3	2	2	0.1	-2.2	0.0	9	-7	-11	71*
CCCCCC(=O)Nc1ccc(-c2csc(C)n2)cc1	-5	-2	1	2.3	-4.4	0.2	-2	-5	-4	103
COC(=O)C1C2CC3c4[nH]c5cc(OC)ccc5c4CCN3CC2CC(OC(=O)CC(C)=O)C1OC (stereo not drawn)	7	-10	1	-0.7	3.9	0.0	14	2	11	144
Cc1ccc(C(=O)NCN2CCN(c3ccc(F)cc3)CC2)cc1	-17	3	0	-0.4	-2.4	-0.3	-2	-7	-1	100
CN(C)CCCn1c2c(c(SCC(=O)Nc3ccc4c(c3)OCCO4)nc1=O)CCC2	-9	-14	0	0.7	-2.2	-0.1	10	-9	-5	100
Cc1ccc(NC(=O)CCC(=O)NNC(=O)Nc2cccc(Cl)c2)c(C)c1	7	2	.	-0.4	-2.3	-0.2	-5	10	3	104
COc1ccc(/C=N\NC(=O)c2ccccc2Br)cc1COc1c(F)c(F)cc(F)c1F	11	1	0	0.0	-1.9	-0.3	-2	5	-20	90
Cc1nn2c(-n3ccnc3C)c3c(nc2c1-c1ccccc1)CCC3	-1	0	5	0.6	-1.4	0.2	-4	0	0	99
CC(C)N=c1scc(-c2cccs2)n1/N=C/c1ccc(O)c(O)c1O	-23	3	8	-1.8	7.0	-0.6	3	15*	50*	97
O=C(COC(=O)c1cc(=O)[nH]c2ccccc12)NCCc1ccccc1	-6	-1	0	1.2	-0.9	-0.2	-6	-2	5	96
O=C1c2cccnc2C(=O)N1Cc1ccc(Cl)cc1	-4	-1	3	0.4	-1.8	0.2	3	1	2	95

Full records as entered above. Order of values: ABHD5-PLIN5 inh, Exocytosis inh, Glyco luc inh, iPSC survival up, MC4R ag barr, aDG glyco act, MC4R antagonist, m5-HT2A agonist, H9c2 protect, ABCB6 inh 2
COc1ccc2c(COC(=O)CCS(=O)(=O)c3ccccc3)cc(=O)oc2c1 is entered as -5, -2, -1, -0.3, -0.4, -0.1, 1, 1, 0, 100
Cc1ccc(CONC(=O)c2ccc(Cl)cc2)cc1 is entered as -2, 6, -2, -0.2, -0.4, 0.6, 6, -10, -4, 93
